AmpC inh det = Promiscuous and Specific Inhibitors of AmpC Beta-Lactamase (assay with detergent); P00811; Potency, µM (highest dose often 28.7 µM), for the others: at the top dose activity change, negative = inhibition; purified AmpC, nitrocefin hydrolysis with detergent; 71,000 compounds, 0.09% hits; active = well fitted curve in the direction sought with a large enough effect
Target sequence (P00811 whole entry, looked up): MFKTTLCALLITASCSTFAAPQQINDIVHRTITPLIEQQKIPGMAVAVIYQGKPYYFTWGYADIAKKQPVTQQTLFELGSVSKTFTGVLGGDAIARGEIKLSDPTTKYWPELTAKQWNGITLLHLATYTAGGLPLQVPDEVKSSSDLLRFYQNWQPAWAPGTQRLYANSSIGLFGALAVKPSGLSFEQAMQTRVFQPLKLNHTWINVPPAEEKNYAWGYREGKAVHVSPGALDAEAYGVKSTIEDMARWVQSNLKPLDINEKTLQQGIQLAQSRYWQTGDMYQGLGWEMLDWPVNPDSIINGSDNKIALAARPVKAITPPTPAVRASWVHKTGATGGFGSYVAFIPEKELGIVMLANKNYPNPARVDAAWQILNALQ
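E. coli AmpC (5.3 nM) in 20 mM phosphate pH 7.0 with 0.01% Triton X-100, preincubated 15 min RT with compound; nitrocefin (2 uL of 800 uM stock) hydrolysis followed by 480 nm absorbance every 20 s over 4 min.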
Starred values were filed as active, the others as inactive; & = joins results of further samples; [ ] = remark or other dose. % is set by controls: 0 for no effect and ±100 for the full control effect; potency is the fitted concentration of half-maximal effect.

SMILES	AmpC inh det
COC(=O)c1ccccc1NS(=O)(=O)c1ccc2c3c(cccc13)C(=O)N2	-7.5%
CCOC(=O)N1CCN(C(=O)c2cn(C)c3ccc(S(=O)(=O)N4CCCC4)cc3c2=O)CC1	9.4%
N#CCSc1nc2c(c(C3CC=CCC3)c1C#N)CCC2 (centres undefined)	-5.3%
CCOC(=O)CCCOC(=O)c1ccc(S(=O)(=O)N(C)C)cc1	-0.3%
COc1ccc(NC(=O)C2(N(CC(C)C)C(=O)Cn3nnnc3N)CCCCC2)cc1	-4.4%
Cn1c(=O)c2[nH]c(COCc3nc4c([nH]3)c(=O)n(C)c(=O)n4C)nc2n(C)c1=O	0.2%[5.75 µM]
O=C(CN(Cc1ccco1)C(=O)CNS(=O)(=O)c1ccccc1)NCc1ccc(F)cc1	-2.2%
Cc1ccc2c(nc3s/c(=C/c4cccs4)c(=O)n32)c1C	3.3%
Cn1cccc1C(=O)Nc1nccs1	-7.1%
CCOc1ccc(NC(=O)c2cnsn2)cc1	-8.1%
O=C(NCCOc1ccc(Cl)cc1)C1CC(=O)N(c2ccc(F)cc2)C1 (centres undefined)	-5.0%
CCOC(=O)c1cn(CC)c2ccc(Br)cc2c1=O	-6.6%
c1ccc(CN2CCN(c3ncnc4nc[nH]c34)CC2)cc1	10.3%
Cc1cc(=O)oc2cc(OCC(=O)OCC(=O)NCc3ccc4c(c3)OCO4)ccc12	-3.7%
CC(=O)C1=C(C)Nc2cc(C(F)(F)F)ccc2S1	7.5%
C/C=C(\C)C(=O)O[C@@H]1C(C)=C2[C@H]([C@@H]1OC(=O)CCCCCCC)[C@@](C)(OC(C)=O)C[C@@H](OC(=O)CCC)[C@@]1(O)[C@H]2OC(=O)[C@]1(C)O	-8.7%
Cc1ccc2c(c1)N(CCCC(=O)NCc1cccnc1)C(=O)CO2	4.5%
O=C(c1ccncc1)N1CCC[C@@]2(CCN(c3ccncc3)C2)C1	-0.5%
COC(=O)c1ccccc1NC(=O)c1ccc2c(c1)C(=O)N(Cc1ccco1)C2=O	-6.4%
CCSC1=C(C#N)C2(CCCC2)C(C#N)=C(N)N1	6.5%
O=S(=O)(c1ccccc1)N1CCN(c2cc(-c3ccccc3)nc3ncnn23)CC1	9.2%
CC1CCN(C(=O)CSc2nnc(CN3CCOCC3)n2-c2ccccc2)CC1	-0.5%
O=C(NC1CCCCC1)N1CCC(c2nc(-c3ccc(S(=O)(=O)N4CCCC4)cc3)no2)CC1	-1.0%
Cc1ccc2cc(CCNC(=O)C(C)(C)C)c(=O)[nH]c2c1	10.5%
O=CN[C@@H](Cc1cnc[nH]1)C(=O)O	-1.8%[5.75 µM]
O=C(CSc1nc2ccccc2o1)N1CCN(c2ccccc2)CC1	-6.9%
CCc1cc2c(=O)c(Oc3ccccc3)c(C)oc2cc1O	-3.6%
COc1cccc(-c2nnc(SCC(=O)Nc3ccc(OC)c(OC)c3)n2N)c1	-2.2%
CC(C)c1nc(=S)c2ccccc2[nH]1	-5.0%
CC(=O)N1CC2(C)CN(C(C)=O)CC(C)(C1)C2=O	6.1%
O=C(CCCN1C(=O)CSc2ncccc21)N1CCN(Cc2ccccc2)CC1	6.4%
CCOc1ccc(C2CC(c3ccc(OC)c(OC)c3)n3nc(N)nc3N2)cc1 (centres undefined)	10.4%
O=C(CC1NC2CCCCC2NC1=O)Nc1cccc(C(F)(F)F)c1 (centres undefined)	-4.5%
Cc1c(NC(=O)c2cc(-c3ccccc3)on2)c(=O)n(-c2ccccc2)n1C	-6.4%
Cc1c(-c2ccc(F)cc2)nc(N)c(C#N)c1-c1ccco1	-0.4%
Cc1ccc(S(=O)(=O)NC(C(=O)OCC(=O)NC2CCS(=O)(=O)C2)C(C)C)cc1 (centres undefined)	-6.8%
CCOC(=O)C1CCN(C(=O)c2oc3ccc(S(=O)(=O)N4CCCCCC4)cc3c2C)CC1	-4.7%
N#Cc1c2n(c3c(=O)n(Cc4ccccc4Cl)cnc13)CCCCC2	-3.9%
O=C(CSc1ccc2nnc(-c3cccc(F)c3)n2n1)NCc1ccco1	-5.1%
CCOC(=O)C1=C(C)NC(=O)NC1/C=C/c1ccccc1 (centres undefined)	-4.4%
CCOC(=O)COc1ccc(S(=O)(=O)Nc2ccc3c(c2)OCCO3)cc1	-3.9%
COc1ccc(-c2nnc3c4ccccc4c(C)nn23)cc1S(=O)(=O)N1CCN(CCO)CC1	-1.5%
COC(=O)c1ccccc1NC(=O)c1cc(-c2cccs2)on1	-2.1%
CC(C)(C)S(=O)(=O)c1ccc2nc3c(n2c1)CCCC3	-1.7%
CC(C)(CNS(=O)(=O)c1ccc(F)cc1)CNS(=O)(=O)c1ccc(F)cc1	-0.5%
CCNC(=O)CC1SC(=Nc2cccc(Cl)c2C)N(C)C1=O (centres undefined)	-2.2%
O=C(c1ccc2c(c1)OCO2)[C@@H]1[C@@H]2C(=O)N(C3CCCCC3)C(=O)[C@@H]2C2c3ccccc3C=CN21 (some centres undefined)	-1.8%
Cc1ccccc1Cn1cc(NC(=O)c2noc3c2CC(C(C)(C)C)CC3)cn1 (centres undefined)	0.1%
CSc1ccc2nnc(-c3cccc(F)c3)n2n1	-4.5%
Cc1ccccc1Cn1nc(C)c(NC(=O)c2noc3c2CCc2ccccc2-3)c1C	12.5%
(list continues)
SMILES	AmpC inh det
Cn1c(=O)c(C(=O)CN2CCCc3ccccc32)c(N)n(Cc2ccccc2)c1=O	0.3%
CCC(c1nnnn1Cc1ccco1)N(Cc1cc2cc(OC)ccc2[nH]c1=O)C1CCCCC1 (centres undefined)	-3.3%
Cc1noc(C)c1S(=O)(=O)Nc1ccc(C(=O)NCCc2ccccc2)cc1	-4.7%
CCOC(=O)COc1ccc(S(=O)(=O)N2CCc3ccccc3C2)cc1	-1.8%
CCCCn1c(=O)c2ccccc2c2ccccc2c1=O	-4.0%
Cc1cc(C)n2nc(SC(C)C(=O)N3CCC4(CC3)OCCO4)nc2n1 (centres undefined)	-4.0%
O=C(COc1cc(=O)n2c(n1)SCCC2)c1ccccc1	5.7%
COC(=O)C1=C(N)Oc2cc(C)n(C)c(=O)c2C1c1ccc(Cl)cc1 (centres undefined)	0.5%
O=C(c1ccco1)N(Cc1cc2ccccc2[nH]c1=O)C1CCCCC1	-3.9%
CC1=C(C(=O)Nc2cccc(C)n2)C(c2ccc3c(c2)OCO3)C2=C(CC(c3ccco3)CC2=O)N1 (centres undefined)	0.0%
CCC(c1nnnn1C1CCCCC1)N(Cc1ccco1)Cc1cc2ccc(OC)cc2[nH]c1=O (centres undefined)	0.2%
CCOCCOC(=O)C1=C(C)Nc2ccc(C)cc2S1	-5.7%
O=[N+]([O-])c1c(Cl)c(Cl)c(Cl)c(Cl)c1Cl	8.5%
O=C(O)[C@H]1C[C@@H]1[C@H](NP(=O)(c1ccccc1)c1ccccc1)c1ccccc1	-1.1%
Cc1cc(C)cc(Nc2cc(=O)n(C3CCCCC3)c(=O)[nH]2)c1	0.7%
O=C(CCn1c(=O)c2ccccc2n(CC(=O)NCCC2=CCCCC2)c1=O)NCc1ccco1	11.9%
Cn1nnnc1SCC(=O)NC(=O)NCc1ccccc1	1.2%
O=C(NCc1ccco1)c1noc2c1CCCCC2	-2.0%
CCOC(=O)N1CCC(NC(=O)c2csc3c2CCCC3)CC1	15.0%
CCN(CC)S(=O)(=O)c1cccc(C(=O)Nc2nc3cc4c(cc3s2)OCCO4)c1	-7.4%
Cn1c(=O)n(Cc2ccccc2F)c2ccccc21	-2.5%
Cc1cc(OCC(=O)OC(C)(C)C)c2c3c(c(=O)oc2c1)CCC3	8.8%
CCCNC(=O)CS(=O)Cc1nc(-c2ccc(OC)cc2)oc1C (centres undefined)	12.9%
N/C(CC(=O)Nc1cccc(C(F)(F)F)c1)=N/O	6.0%
CN1CCN(c2ncc3nc(CCc4ccccc4)c(=O)n(Cc4ccc(F)cc4)c3n2)CC1	-4.6%
CCOc1ccccc1Nc1nc(N)nc(CN(C)C2CCCCC2)n1	-3.6%
COc1ccccc1N=Cc1c(O)n(C)c(=O)n(C)c1=O	7.4%
CCc1nc(NCCCn2ccnc2)c2oc3ccccc3c2n1	-1.7%
CCOc1ccc(Nc2cc(C)nc3nc(C)nn23)cc1	3.7%
Cc1cc2nc(-c3cccnc3SCC(=O)NCc3ccco3)[nH]c2cc1C	1.4%
COc1ccc(CCNC(=O)C2CCN(S(=O)(=O)c3cc(OC)ccc3OC)CC2)cc1	-5.0%
O=C(CN1CCC(n2nnc3cc(C(F)(F)F)ccc32)CC1)NCc1cccs1	12.2%
CC(C)C[C@H](NC(=O)NC(C)C)C(=O)O	0.2%
CC1(C)CC(C)(O)P(=O)(c2ccccc2)O1 (centres undefined)	-0.7%
CC1Cc2ccccc2N1C(=O)c1cnsn1 (centres undefined)	13.4%
c1cc2c3c(cccc3c1)C(N1CCCCC1)=N2	1.1%
CN1CCN(c2ncc3nc(-c4cccc(C#N)c4)c(=O)n(CCc4ccccc4)c3n2)CC1	-5.3%
COc1ccc(NC(=O)CCNS(=O)(=O)c2ccc3c(c2)c(=O)n(C)c(=O)n3C)cc1	23.5%
COc1ccc(C2(O)CCN(Cc3nnnn3Cc3ccc(C)cc3)CC2)cc1	-2.2%
CC(=O)c1c(C)[nH]c(C(=O)N2c3ccccc3CC2C)c1C (centres undefined)	8.3%
CCOc1ccc(NS(=O)(=O)c2ccc3[nH]cc(C(=O)NCC4CCCO4)c(=O)c3c2)cc1 (centres undefined)	-1.6%
Cc1nc2c(C(=O)NCc3ccccc3)c[nH]n2c(=O)c1Cl	-6.4%
COCC(=O)NC(c1ccccc1)c1ccccc1	-5.1%
N=C(N)SCCc1cnc[nH]1	-0.7%&1.3%
CCN(CC)C(=O)C1CC(c2ccc(OC)cc2)=NO1 (centres undefined)	-2.9%
COc1ccc(-c2nc3nc(C)cc(C)n3n2)cc1	0.1%
O=C(OCC(=O)N1c2ccccc2Sc2ccccc21)C1CC(=O)N(Cc2ccco2)C1 (centres undefined)	-5.5%
CC(C)COC(=O)NCCOC(=O)Nc1cccc(Cl)c1	-3.6%
COc1cc(OC)cc(C(=O)Nn2c(C)nc3ccccc3c2=O)c1	-1.7%
CCOC(=O)C1C(=O)NC(N2CCCCC2)=NC1c1ccco1 (centres undefined)	-3.2%

Gathered by group: the compounds so far with a thiophene ring, fused or not.
SMILES	AmpC inh det
Cc1ccc2c(nc3s/c(=C/c4cccs4)c(=O)n32)c1C	3.3%
COC(=O)c1ccccc1NC(=O)c1cc(-c2cccs2)on1	-2.1%
CCOC(=O)N1CCC(NC(=O)c2csc3c2CCCC3)CC1	15.0%
O=C(CN1CCC(n2nnc3cc(C(F)(F)F)ccc32)CC1)NCc1cccs1	12.2%

Remaining list, next part.
SMILES	AmpC inh det
Cc1cccnc1NCC(O)COc1ccccc1 (centres undefined)	-4.8%
COc1ccc2c(c1)c(C(=O)OCCN(C)C)c(C)n2C	0.1%
N#CCSc1nnc2sc3ccccc3n12	10.7%
O=C(Cn1cnc2ccccc2c1=O)NCC(=O)N1CCC2(CC1)OCCO2	-4.8%
CCc1cccc(NC(=O)c2ccc(NS(=O)(=O)c3c(C)noc3C)cc2)c1	0.0%
C=CCNC(=O)CCCCCNS(=O)(=O)c1ccc(OC)cc1	-2.2%
CCC1(C)Cc2c(C#N)c(N)n(N)c(=S)c2CO1 (centres undefined)	-3.6%
CCOC(=O)c1cc(NC(=O)N2CCCc3ccccc32)c(C)nc1C	-5.4%
O=C(NC1CCCCCC1)C1CCN(C(=O)Cc2ccccc2)CC1	-2.7%
CC(C)Oc1c(Cl)cc(CNC(C)(C)CO)cc1Cl	3.5%

Four entries from above, in CSV form:
compound,AmpC inh det
COc1ccc2c(c1)c(C(=O)OCCN(C)C)c(C)n2C,0.1%
CC(C)Oc1c(Cl)cc(CNC(C)(C)CO)cc1Cl,3.5%
CCC1(C)Cc2c(C#N)c(N)n(N)c(=S)c2CO1 (centres undefined),-3.6%
CCc1cccc(NC(=O)c2ccc(NS(=O)(=O)c3c(C)noc3C)cc2)c1,0.0%

Continuation.
SMILES	AmpC inh det
Cc1nn(C)c(C)c1S(=O)(=O)N1CCCC(C(=O)NCC2COc3ccccc3O2)C1 (centres undefined)	10.4%
COc1ccc(-c2csc(N(CC3CCCO3)C(=O)c3cccs3)n2)cc1 (centres undefined)	1.9%
CCOC(=O)C1CCN(S(=O)(=O)c2ccc(C(=O)OC)cc2)CC1	12.3%
COC(=O)c1c(-c2ccco2)csc1NC(=O)C1CC=CCC1C(=O)O (centres undefined)	-24.8%
CN(C)CCNc1nc2c(c(=O)[nH]c(=O)n2C)n1CC(O)COc1ccc(Cl)cc1 (centres undefined)	8.7%
COc1ccc(-c2nc3cnc(N(C)C)nc3n(Cc3cccs3)c2=O)cc1	-2.8%
COc1ccc(Cl)c(NC(=O)Nc2c(C)n(-c3ccccc3)c(=O)n2C)c1	-5.8%
COc1ccc(C)cc1NC(=O)C1CCCN(S(=O)(=O)c2c(C)noc2/C=C/N(C)C)C1 (centres undefined)	10.3%
CCOC(=O)c1sc(NC(=O)C2CC=CCC2C(=O)O)nc1C (centres undefined)	8.1%
COCCN1Cc2cccc(C(=O)Nc3ccc4c(c3)OCCO4)c2C1=O	18.4%
COCC(=O)N(CCc1ccc(OC)c(OC)c1)Cc1nc2ccccc2c(=O)[nH]1	-3.0%
Cc1ccc(Cn2c(=O)cc(C(=O)O)c3ccccc32)cc1	-1.4%

Filtered by structure, the compounds so far containing a CF3 group
SMILES	AmpC inh det
CC(=O)C1=C(C)Nc2cc(C(F)(F)F)ccc2S1	7.5%
O=C(CC1NC2CCCCC2NC1=O)Nc1cccc(C(F)(F)F)c1 (centres undefined)	-4.5%
N/C(CC(=O)Nc1cccc(C(F)(F)F)c1)=N/O	6.0%
O=C(CN1CCC(n2nnc3cc(C(F)(F)F)ccc32)CC1)NCc1cccs1	12.2%

Only part of the results is shown; count on the stated rates, not on these rows.
